H9c2 TAG inh – inhibitors of triacylglycerol accumulation. H9c2 cells, Nile Red lipid (TAG) fluorescence; cells loaded with 200 µM oleic acid. AID 651582. 230,000 compounds, 0.66% hits. inhibition, % at 12.5 µM;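 active = pattern-corrected inhibition of lipid staining of at least 50% with the nuclear-stain viability signal not falling by more than 50%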;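 note: 0% = DMSO wells and 100% = triacsin C control wells; some results filed as inactive read as strong as hits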
H9c2 TAG inh DAPI viability – recorded beside H9c2 TAG inh, whose call it bears; DAPI nuclei signal change (viability), lower = more cytotoxic, %;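 whole-well DAPI fluorescence read on a plate reader as a viability signal; minus 50 percent equals half of cells still viable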
* = called active by the depositor; i = inactive; & = joins results of further samples. Not all compounds are listed; the hit share may differ from the screen's.

SMILES | H9c2 TAG inh | H9c2 TAG inh DAPI viability
CNc1nccc(-c2ccc(F)cc2)c1C#N | 14 | 12
O=C(Nc1cccc(Cl)c1)c1ccc2c(=O)n3c(nc2c1)CCCCC3 | 6 | -5
NC(=O)c1nnn(-c2nonc2N)c1-c1ccc([N+](=O)[O-])cc1 | -12 | 0
Cc1ccc(N(CCC#N)C(=O)COC(=O)c2cc(C)oc2C)cc1 | -11 | 10
Cc1ccc(-c2nc(CN(C)C)cc(CN(C)C)c2O)cc1 | 3 | 27
CC(=O)c1ccccc1C(=O)N(C)C1CCCN(Cc2ccccc2F)C1 (stereo not given) | -9 | 7
O=C(NCC(=O)N1CCN(S(=O)(=O)c2ccccc2F)CC1)c1ccc2c(c1)OCO2 | -3 | 4
NC(=O)c1ccsc1NC(=O)CCS(=O)(=O)c1ccccc1 | -11 | 5
Cc1ccc(S(=O)(=O)Nc2ccc(F)cc2)cc1C(=O)N1CCOCC1 | -2 | -2
O=C(CSc1ccc(Cl)cc1Cl)N1CCC(c2nc3ccccc3s2)CC1 | -24 | -1
Cc1cn(CC(=O)NCC(c2ccccc2)c2ccccc2)c(=O)[nH]c1=O | 5 | 5
Cn1c(=O)cc(OCC(=O)N2CCC(N3CCCCC3)CC2)c2ccccc21 | 38 | -2
COc1ccccc1-c1cc2nc(C)c(CCC(=O)NCc3ccco3)c(C)n2n1 | -2 | -3
O=C(CSc1nnnn1CCCO)Nc1ccc2c(c1)OCO2 | 8 | -1
O=c1cc(-c2ccccc2)c2cc(Cl)c(O)c(CN3CCOCC3)c2o1 | 7 | -6
Cc1cc(C)cc(NC(=O)c2ccc(NC(=O)C3C4CC5OC(=O)C3C5C4)cc2)c1 (stereo not given) | -9 | 1
Cc1cc(F)cc(C)c1Cn1cnc2c(cnn2C(C)(C)C)c1=O | -7 | 8
Cc1cccc(C)c1NC(=O)C(=O)NCCc1c[nH]c2ccccc12 | 4 | -3
Cc1ccc(C(=O)CN2C(=O)NC3(CCCCCC3)C2=O)c(C)c1 | -11 | 6
CN(C(=O)c1ccccc1C(=O)OCC(=O)Nc1cccc(Br)c1)c1ccccc1 | -4 | 1
CC(=O)NC1=NN(C(C)=O)C(c2ccc(C)cc2)S1 (stereo not given) | -1 | 2
O=C1OCCC1Sc1nnnn1-c1ccccc1 (stereo not given) | -4 | -7
O=C1c2cccc3cc([N+](=O)[O-])cc(c23)C(=O)N1c1nncs1 | 3 | -4
Fc1ccc(NC(=S)Nc2ccccc2Cl)cc1 | -18 | 2
O=C1C2C3C=CC(C3)C2C(=O)N1c1ccc(-c2nc3ccccc3o2)cc1 (stereo not given) | 7 | 3
CCN1CCN(Cc2ccc(NC(=O)c3ccc(C)c(NC(=O)N4CCNC4=O)c3)cc2C(F)(F)F)CC1 | 14&13&21 | 17&12&9
Cc1ccc(S(=O)(=O)CCSc2cccc(C(=O)O)c2)cc1 | 4 | -5
COc1ccc(Cc2nc(C)cc(Cl)n2)cc1[N+](=O)[O-] | 0 | -11
CCN1CCC(O)(/C=C/c2ccc(C(C)C)cc2)C(C(=O)/C=C/c2ccc(C(C)C)cc2)C1 (stereo not given) | 66* | -49*
O=C(COC(=O)c1ccccc1NCCO)NNC(=O)c1cccs1 | -4 | 1

Full records from above.
COc1ccc(Cc2nc(C)cc(Cl)n2)cc1[N+](=O)[O-] across the screens: H9c2 TAG inh = 0; H9c2 TAG inh DAPI viability = -11
O=C1OCCC1Sc1nnnn1-c1ccccc1 (stereo not given) across the screens: H9c2 TAG inh = -4; H9c2 TAG inh DAPI viability = -7

New compounds follow.
SMILES | H9c2 TAG inh | H9c2 TAG inh DAPI viability
COC(=O)Cn1c(=NC(=O)C(C)(C)C)sc2c(C)cc(C)cc21 | 13 | -13
C[C@H](NC(=O)Cc1cccc2ccccc12)C(=O)NCc1ccccc1 | 12 | 9
O=C(Nc1ccc(F)cc1)/C(Cl)=C/c1ccccc1 | -10 | 3
CC(C)=CCn1c2ccc(NC(=O)NCc3ccc(F)cc3)cc2c(=O)n1C | 6 | -13
CCOC(=O)N1CCN(C(=O)c2cnn3ccccc23)CC1 | -9 | 1
Cc1ccc(NC(=O)C(=O)NCc2ccncc2)cc1 | 35 | -4
CCOCC(=O)NC1CCc2cc(OC)c(OC)c(OC)c2-c2ccc(SC)c(=O)cc21 (stereo not given) | 54* | -43*
COc1ccc(CC(=O)N2CCC(c3ccccc3)C2)cc1 (stereo not given) | 8 | -13
O=C(c1ccc(CSc2nc3ccncc3[nH]2)cc1)N1CCN(c2cccc(Cl)c2)CC1 | -35 | 9
Cc1ccccc1-c1nnc(NC(=O)CSc2nc3ccccc3s2)s1 | -1 | -9
N#CCCn1cc(C(=O)Nc2ccc([N+](=O)[O-])cc2)c(-c2cc3ccccc3o2)n1 | 33 | 3
CC(=O)c1ccccc1OC(=O)c1ccc(-c2ccccc2)cc1 | -3 | -3
COc1cc2c(cc1OC)-c1cc(Nc3ccccc3)nc(=O)n1CC2 | 11 | -5
CCOC(=O)c1cnc(-c2ccc(C(F)(F)F)cn2)[nH]c1=O | 2 | 3
CS(=O)c1ccccc1COC(=O)Nc1ccc(Cl)cc1 (stereo not given) | -9 | 8
CCC(=O)Nc1cccc(NC(=O)c2cccnc2)c1 | 2 | 8
COc1cc(NC(=O)C2CC(c3cccc(Br)c3)=NO2)cc(OC)c1OC (stereo not given) | -6 | 1
CCCCc1nc(NCC2CCCO2)c(C#N)c2c1COC(C)(C)C2 (stereo not given) | -10 | 23
CNC(=S)NC1(C)CCS(=O)(=O)C1 (stereo not given) | 15 | -1
O=C(CCc1nnc(CCCCc2ccccc2)o1)NC(c1cccnc1)C(F)(F)F (stereo not given) | -15 | -3
O=C(COC(=O)C1CC1)NCCNC(=O)COC(=O)C1CC1 | -2 | 4
Cc1ccccc1CC1(CO)CCCN(C(=O)c2ccc3ncccc3c2)C1 (stereo not given) | -8 | -1
Cc1cc(=O)n2nc(N3CCCC3C(=O)Nc3ccc(C(C)C)cc3)sc2n1 (stereo not given) | -5 | -4
COc1ccccc1N(CC(=O)NCC1CCCO1)C(=O)CNS(=O)(=O)c1ccc(Cl)cc1 (stereo not given) | -13 | 3
CCOc1cc(C(=O)OC(C)C(=O)Nc2ccc(S(N)(=O)=O)cc2)ccc1OCC(=O)N1CCOCC1 (stereo not given) | 13 | 1
CCCN(C)C[C@H]1Oc2cc(C#Cc3ccc(F)cc3)ccc2S(=O)(=O)N([C@H](C)CO)C[C@@H]1C | 19 | 3
Cc1ccc(-c2noc(CCC(=O)Nc3ccc4c(c3)OCO4)n2)cc1 | 19 | -1
CCOc1cc(-c2ccc(N)c(OCC)c2)ccc1N | 8 | -4
CCN(CC)S(=O)(=O)c1ccc2[nH]c(=O)cc(C(=O)NCC(c3ccco3)N3CCCC3)c2c1 (stereo not given) | -7 | 6
CCn1c(SCC(=O)O)nnc1-c1ccccc1OC | 18 | -18
CC(C)c1ccc(S(=O)(=O)N2CCN(C(=O)CN3C(=O)NC(C)(c4ccccc4)C3=O)CC2)cc1 (stereo not given) | -14 | 5
C[C@H](CCC(=O)O)[C@H]1CC[C@H]2[C@@H]3CC[C@@H]4C[C@H](O)CC[C@]4(C)[C@H]3C[C@H](O)[C@]12C | 11&0 | -1&0
CCCCCC(=O)N1CCN(S(=O)(=O)c2ccc3c(c2)OCCCO3)CC1 | 2 | -15
Cc1cc(NC(=O)CSc2nccn2C)no1 | -2 | -7
O=C(NCCN1CCNC1=O)C1CCC(=O)N(CCc2ccccc2)C1 (stereo not given) | 10 | 0
O=C(CSc1nccn(-c2ccc3c(c2)OCCO3)c1=O)Nc1ccccc1 | -9 | 0
Cc1cc(N2CCN(C(=O)c3ccco3)CC2)n2nc(C)nc2n1 | -7 | -8
CCC(Oc1ccccc1)C(=O)OCC(=O)Nc1sccc1C(N)=O (stereo not given) | -12 | 5
Cc1occc1C(=O)Nc1cnn(CCCC(=O)O)c1 | 16 | 4
Cc1cc2oc3cc(NCCC4CCCN4C)ccc3c(=O)c2cc1C (stereo not given) | 35 | i
CCCNC(=O)C1(C)CCCN(Cc2cc(-c3ccccc3)nn2C)C1 (stereo not given) | -5 | 2
COC(=O)c1ccc(CNC(=O)c2ccc(S(=O)(=O)N3CCCCCC3)cc2)cc1 | -29 | 0
C[C@H]1CN([C@@H](C)CO)C(=O)CCCn2nncc2CO[C@@H]1CN(C)Cc1cccc2c1OCCCO2 | -2 | -2
NNC(=O)CN1C(c2ccc(Cl)cc2)=Nc2ccc(Br)cc2C1c1ccccc1 (stereo not given) | 14 | -8
O=C(Nc1ncccn1)c1cccc(Cl)c1 | -8 | -1
CN1CCN(C(=O)c2ccccc2NC(=O)c2sc3ccccc3c2Cl)CC1 | 10 | 2
COc1ccc(Br)cc1C(=O)Nc1cc(C)cc(C)c1 | -4 | 4
O=C(CCN1C(=O)C2C3C=CC(C3)C2C1=O)Nc1ccccc1 (stereo not given) | 6 | 0
CCN(C(=O)COC(=O)c1ccc(Cl)cc1N)C1CCCCC1 | 0 | 9
O=C(NCc1nnc(SCC(=O)N2CCCC2)o1)c1ccc(F)cc1 | 3 | 3
COc1cccc(NC(=O)N2CCc3nc(Nc4cc(Cl)cc(Cl)c4)ncc3C2)c1 | 32 | 12
Cc1ccccc1/C=C1\CCCc2ccccc2C1=O | -2 | -7
Cc1c(CCOC(=O)c2cc([N+](=O)[O-])cc([N+](=O)[O-])c2)sc[n+]1CCCCS(=O)(=O)[O-] | -4 | -9
O=C(CCN1CCN(CCO)CC1)Nc1ccc(F)c(F)c1 | -13 | 4
O=C(O)C(=O)/C(=C\c1ccc(Cl)cc1)c1ccc2ccccc2n1 | -3 | 0
C/C(N)=C(/C#N)C(=O)COC(=O)CC1CCCC1 | 1 | -3
O=C(COC(=O)c1ccco1)Nc1nnc(-c2ccccc2)o1 | 2 | -5
O=C(Nc1cc(Cl)ccc1C(=O)O)c1ccc(CN2C(=O)c3ccccc3C2=O)cc1 | -3 | 6
COc1cc(C(=O)OC(C)C(=O)NC(=O)NC2CCCCC2)ccc1OC(F)F (stereo not given) | -2 | 11
CCc1cccc(C)c1NC(=O)CN(C)Cc1ccc(Br)cc1 | 18 | -18

(list continues)
SMILES | H9c2 TAG inh | H9c2 TAG inh DAPI viability
Cc1cc(=O)oc2cc(N3C(=O)CC(Cc4ccccc4)C3=O)ccc12 (stereo not given) | -5 | 10
O=C(Cn1nc(-c2ccccc2)ccc1=O)N1CCOCC1 | 0 | -1
CCOC(=O)CN(C(=O)Cn1nnc2ccccc21)C(C(=O)NCCOC)c1ccccc1 (stereo not given) | -1 | -1
CN1CCN(S(=O)(=O)c2ccc(F)cc2)CC1 | 12 | 0
CC(C)CCNC(=O)Cc1c(C(=O)O)[nH]c2ccc(Cl)cc12 | -5 | -1
COc1c2ccc(C(=O)NCc3cc(C(F)(F)F)cc(C(F)(F)F)c3)cc2nn1C | 0 | 2
OCC[C@@H]1C[C@@H](O)[C@H](O)[C@]2(CCCc3ccccc3O2)O1 | -8 | -13
O=C(Nc1ccc(SC(F)F)cc1)c1ccccc1F | 16 | -3
CCOC(=O)c1sc(-c2ccccc2)nc1C | 16 | -11
Cc1nn(-c2ccccc2)c2sc(C(=O)OCc3nnc(-c4ccccc4)o3)cc12 | 1 | 1
Nc1cccc(-n2cccc2)c1 | 2 | -1
CN(C(=O)c1cccc(NC(=O)Cc2ccc([N+](=O)[O-])cc2)c1)C1CCC1 | -11 | 1
O=C1[C@@H]2[C@@H]3C[C@@H]([C@H]4ON=C(c5ccc(Cl)cc5)[C@@H]34)[C@@H]2C(=O)N1C1CCCCC1 | -11 | 8
Cc1cnc2ncc3sccc3c2c1 | -1 | -2
CS(=O)(=O)N1CCC(C(=O)Nc2cc(Cl)ccc2Cl)CC1 | 9 | -10
CN(Cc1ccc(F)cc1)C(=O)CN1CCN(S(=O)(=O)c2ccc3c(c2)OCCCO3)CC1 | -12 | -9
CCC1(O)CC(c2ccccc2)=NN1C(=O)c1ccccc1F (stereo not given) | 7 | -10
CCCc1cc(NCc2ccccn2)n2c(nc3ccccc32)c1C#N | 14 | 33
CCc1ccc(-c2nn(-c3ccccc3C)cc2C(=O)N2CCN(C3CCS(=O)(=O)C3)CC2)cc1 (stereo not given) | 17 | 4
O=C(O)c1ccc(CSc2n[nH]c(-c3ccco3)n2)cc1 | 10 | 16
Clc1ccc(CSc2nnc(-c3ccncc3)o2)c(Cl)c1 | 5 | 5
O=C(c1nc2ccc(Cl)cn2c1CN1CCCC(CO)C1)N1CCc2ccccc2C1 (stereo not given) | 12 | 3
CC(C)OC(=O)CSc1nnc(-c2ccccn2)n1N | -5 | 2
O=C(NCc1ccccn1)c1ccc(NS(=O)(=O)c2ccccc2)cc1 | 1 | -1
O=C(O)CCc1ccc(S(=O)(=O)Nc2ccccc2N2CCCCC2)cc1 | 15 | 0
O=C(CSC1CCCCC1)N1CCN(c2ccccc2)CC1 | 12 | -2

In the list so far, these contain an aryl methoxy group.
SMILES | H9c2 TAG inh | H9c2 TAG inh DAPI viability
COc1ccccc1-c1cc2nc(C)c(CCC(=O)NCc3ccco3)c(C)n2n1 | -2 | -3
COc1ccc(Cc2nc(C)cc(Cl)n2)cc1[N+](=O)[O-] | 0 | -11
CCOCC(=O)NC1CCc2cc(OC)c(OC)c(OC)c2-c2ccc(SC)c(=O)cc21 (stereo not given) | 54* | -43*
COc1ccc(CC(=O)N2CCC(c3ccccc3)C2)cc1 (stereo not given) | 8 | -13
COc1cc2c(cc1OC)-c1cc(Nc3ccccc3)nc(=O)n1CC2 | 11 | -5
COc1cc(NC(=O)C2CC(c3cccc(Br)c3)=NO2)cc(OC)c1OC (stereo not given) | -6 | 1
COc1ccccc1N(CC(=O)NCC1CCCO1)C(=O)CNS(=O)(=O)c1ccc(Cl)cc1 (stereo not given) | -13 | 3
CCn1c(SCC(=O)O)nnc1-c1ccccc1OC | 18 | -18
COc1ccc(Br)cc1C(=O)Nc1cc(C)cc(C)c1 | -4 | 4
COc1cccc(NC(=O)N2CCc3nc(Nc4cc(Cl)cc(Cl)c4)ncc3C2)c1 | 32 | 12
COc1cc(C(=O)OC(C)C(=O)NC(=O)NC2CCCCC2)ccc1OC(F)F (stereo not given) | -2 | 11
COc1c2ccc(C(=O)NCc3cc(C(F)(F)F)cc(C(F)(F)F)c3)cc2nn1C | 0 | 2
